Source: PubChem BioAssay (National Center for Advancing Translational Sciences (NCATS))
KCNH2 3.1 inh = blocks the human KCNH2 3.1 channel isoform | U2OS KCNH2 3.1, thallium flux FluxOr; active compounds read low | activity change, % (tested at about 1.8 µM) | actives 0.95% (n = 340,000);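 active = maximum activity change below -70%; inconclusive = maximum activity change from -70% to -50%; inactive = maximum activity change above -50%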;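 also: thallium influx rate constant from kinetic fluorescence after stimulation buffer; % is scaled to controls: 0 for no effect and ±100 for the full control effect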
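Normalized rate constant (relative to positive and negative DMSO controls) derived from a 2 min kinetic fluorescence read after stimulation; U2OS cells expressing the 3.1 isoform via virus at 1.77 x 10^8 /mL.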
KCNH2 WT inh = blocks the wildtype human KCNH2 potassium channel | Q12809 | U2OS, BacMam KCNH2, thallium flux FluxOr; active compounds read low | activity change, % at 1.84 µM | actives 0.37% (n = 340,000);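 active = maximum activity change below -70%; inconclusive = maximum activity change between -70% and -50%; inactive = maximum activity change above -50%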; also: % is scaled to controls: 0 for no effect and ±100 for the full control effect
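U2OS cells transduced with wild-type KCNH2 virus are loaded with FluxOr dye for 45 min, and thallium flux is measured in kinetic reads before and after stimulation buffer. Rate constants are normalized to DMSO controls.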
Eya2 phos inh = Eya2 (human) phosphatase inhibition; O00167; recombinant Eya2, OMFP fluorescence dephosphorylation (OMFP is methylfluorescein phosphate); Potency, µM (titrated, usually from 76.9 µM), inactives show top-dose activity, negative = inhibition, actives largely listed as inhibitors; actives 0.006% (n = 330,000); AID 488837; also: potency is read from the fitted curve at half-maximal effect; % is scaled to controls: 0 for no effect and ±100 for the full control effect
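Eya2 (0.2 uM) preincubated 10 min at ambient with compound, then OMFP substrate added at 50 uM; 10 min reaction in 50 mM HEPES pH 7.5, 50 mM NaCl, 5 uM MgCl2, 0.05% BSA, 1 mM DTT. Fluorescence read at Ex 485/Em 525 nm.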
USP2a inh = USP2a (human) protease inhibition | O75604 | USP2 core, Ub-CHOP2 coupled fluorogenic reporter, 485/531 | Potency, µM (titrated, usually from 38.3 µM), without a hit: at the highest dose activity change, negative = inhibition, most hits filed as inhibitors | actives 0.01% (n = 330,000);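 also: potency is read from the fitted curve at half-maximal effect; plate controls were DMSO wells for no effect and full inhibition by NEM control for full effect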
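USP2 core (10nM final) preincubated 30min RT with compound in 20mM Tris-HCl pH 8.0, 2mM CaCl2, 2mM beta-mercaptoethanol, 0.05% CHAPS; 25nM Ub-CHOP2 plus 25nM reporter substrate added, fluorescence (Ex485/Em531) read after 60min.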
TSHR antag = human thyrotropin receptor antagonism; P16473; TSHR-expressing cells, TSH-stimulated cAMP HTRF, 2 h; active compounds read low; activity change, negative = inhibition, % at 11.5 µM; actives 0.2% (n = 330,000);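 active = activity change below a set negative limit, meaning inhibition stronger than a set level, cut at about -70% in these data; inconclusive = activity change between two set negative limits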; also: % is scaled to controls: 0 for no effect and ±100 for the full control effect
Target sequence (P16473 whole entry, looked up): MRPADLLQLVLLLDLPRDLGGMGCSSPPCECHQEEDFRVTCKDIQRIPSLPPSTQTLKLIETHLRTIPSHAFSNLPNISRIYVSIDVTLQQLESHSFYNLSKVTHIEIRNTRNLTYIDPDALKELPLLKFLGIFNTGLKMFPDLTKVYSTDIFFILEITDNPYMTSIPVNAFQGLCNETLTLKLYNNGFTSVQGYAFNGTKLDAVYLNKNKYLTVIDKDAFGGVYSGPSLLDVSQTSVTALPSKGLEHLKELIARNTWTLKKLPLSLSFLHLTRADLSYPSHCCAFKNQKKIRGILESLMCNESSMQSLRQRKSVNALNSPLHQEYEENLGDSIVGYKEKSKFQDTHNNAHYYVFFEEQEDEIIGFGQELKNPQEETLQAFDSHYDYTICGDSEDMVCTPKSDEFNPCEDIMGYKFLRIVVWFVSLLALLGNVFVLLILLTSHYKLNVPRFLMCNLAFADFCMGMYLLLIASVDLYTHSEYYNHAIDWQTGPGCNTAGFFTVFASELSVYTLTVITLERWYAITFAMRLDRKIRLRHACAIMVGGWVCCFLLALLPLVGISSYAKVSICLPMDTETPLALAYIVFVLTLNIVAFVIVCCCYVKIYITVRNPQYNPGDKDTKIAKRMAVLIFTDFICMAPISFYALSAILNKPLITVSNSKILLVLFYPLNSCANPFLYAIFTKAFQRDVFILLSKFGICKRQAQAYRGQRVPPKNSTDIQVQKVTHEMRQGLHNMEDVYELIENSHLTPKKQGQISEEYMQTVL
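Read-out is FRET at 665 nm (cryptate excitation 337 nm) from a cryptate-tagged anti-cAMP antibody, competed by cell cAMP against cAMP-d2. Compounds are tested on freshly harvested TSHR cells challenged with 4nM TSH (EC80) for 2 hours at 37 deg C.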
ELG1 DNA repair = inhibitors of ELG1-dependent DNA repair in HEK293T cells; HEK293T ELG1-luciferase reporter, luminescence, 16 h; DNA damage induced by 5-fluorouridine; actives 2.3% (n = 330,000); Potency, µM (top dose mostly 46.1 µM), without a hit: at the highest dose activity change, negative = inhibition, usual class: inhibitors; also: potency is read from the fitted curve at half-maximal effect; % is scaled to controls: 0 for no effect and ±100 for the full control effect; nearly all actives have a fitted effect of over 55% in size
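DMSO vehicle served as the neutral condition. Each well held 2,000 cells given 5-fluorouridine plus compound; after 16 hr at 37 °C/5% CO2, ONE-Glo was added and luciferase measured 30 min later.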
AT treatment = potential ataxia-telangiectasia treatments restoring KAP-1 phosphorylation. […] A-T fibroblasts, KAP-1 phosphorylation AlphaLISA; neocarzinostatin DNA damage 30 min before lysis. Potency, µM (doses to about 57.5 µM), for the others: at the top dose activation, actives largely listed as activators. actives 0.19% (n = 320,000). AID 485349; also: potency is read from the fitted curve at half-maximal effect; % of control where 0% means no effect; nearly all actives have a fitted effect of over 45% in size
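hTERT-immortalized A-T patient fibroblasts ([…]), 500 cells/well in OPTI-MEM, 1% FBS, got compounds for 60 min, then NCS for 30 min at 37C. Lysates were then assayed for phospho-KAP-1 by AlphaLISA (anti-pKAP1 donor, anti-KAP1 acceptor beads), 6 hr at 25C.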
TRPV1 agonist = activates the human vanilloid receptor TRPV1; Q8NER1; TRPV1-expressing cells, Fluo-8 calcium influx, agonist mode; activation, % at 8.33 µM; actives 0.19% (n = 320,000); AID 540275; in the data active = activation above about 80%; inconclusive = between about 30% and that limit; also: 0% is about no effect
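Fluo-8 calcium influx in TRPV1-expressing cells, kinetic read (ex 480/em 520 nm). Compound added and read 3 min for agonist activity, followed by capsaicin at EC20 final and 2 min further read for enhancement.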
TCR act = activators of T cell receptors | primary human leukocytes, anti-CD3, IL-2 HTRF, 48 h | 330,000 tested, under 10 active | Potency, µM (doses to about 9.22 µM), without a hit: top-dose activation of IL-2 secretion, actives largely listed as activators; also: % of control where 0% means no effect
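Using a-CD3 beads without co-stimulation, primary human leukocytes were exposed to compounds for 48 hr. An HTRF IL-2 kit measured the cytokine, with europium-to-d2 energy transfer producing emission at 665nm upon 320nm excitation.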
Mito fusion act = inhibitors of mitochondrial division or activators of mitochondrial fusion; S. cerevisiae fusion-defective mutant growth rescue, CellTiterGlo 48 h; Potency, µM (titrated, usually from 46.1 µM), without a hit: top-dose growth rescue (activation), hits mostly activators; actives 0.23% (n = 320,000); AID 485298;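 also: potency is read from the fitted curve at half-maximal effect; % of control where 0% means no effect; nearly all actives have a fitted effect of over 45% in size; temperature-sensitive fusion mutants such as fzo1-1 at 37 °C on non-fermentable ethanol glycerol medium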
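Temperature-sensitive fusion-defective S. cerevisiae (e.g. fzo1-1, mgm1-5) were grown with compound in YPEG medium (3% ethanol, 3% glycerol) for 48 hours at 37C. Growth rescue was measured as viability by CellTiterGlo luminescence after 10 minutes at ambient.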
Starred values were filed as active, the others as inactive; ? = inconclusive; . = not tested or not shown; [ ] = another dose, or the depositor's remark. Unless noted, calls follow the shape of the dose curve; as a rule, active = well fitted curve in the direction sought with a large enough effect; inconclusive = small, poorly fitted or top-dose-only effect, or another doubt; inactive = no such curve, though single readings can be large; an effect the other way counts as inactive or inconclusive. Some of the compounds tested; the hit share may differ from the screen's.

Sequence of screens: KCNH2 WT inh	TRPV1 agonist	AT treatment	USP2a inh	TCR act	Mito fusion act	ELG1 DNA repair	Eya2 phos inh	TSHR antag	KCNH2 3.1 inh
CCC(=O)c1ccc(OCC(=O)OCC(=O)Nc2cccc(S(=O)(=O)N3CCCC3)c2)cc1
    -11	-1	0%	-1%	4%	-3%	21%	-13%	-1	-14
COc1ccc(S(=O)(=O)N2CN3CCN(C3)C2)cc1
    -10	-4	-7%	-2%	.	0%	11%	6%	-2	-8
COc1cc2cc(CN(Cc3cccnc3)C(=O)Nc3ccccc3F)c(=O)[nH]c2cc1OC
    -7	-1	-3%	0%	2%	-2%	5.8µM*	-11%	-6	7
Cn1nnc2c(NCc3ccco3)nccc21
    -28	-2	-1%	0%	-5%	-3%	13%	8%	-5	-19
Cc1cc(-c2n[nH]c(=S)n2/N=C/C=C/c2ccccc2)n[nH]1
    -4	0	-1%	1%	0%[46.1 µM]	1%	13%	0%	-8	1
Cc1cc(-n2nnc3ccccc32)nc2ccccc12
    19	-5	7%	-1%	12%	8%	?	21%	-24	2
O=C(COC(=O)c1ccncc1)c1ccc(Cl)c(Cl)c1
    -5	7	-5%	1%	-3%	-1%	12%	8%	8	4
COCCN(C(=O)CSc1nnc(-c2ccccc2C)n1C)c1c(N)n(Cc2ccccc2)c(=O)[nH]c1=O
    .	-1	1%	3%	3%	-2%	-18%	15%	-2	33
CCCCN(C(=O)c1ccc(Cl)cc1)C1CC2CCC(C1)N2C (configuration not stated)
    5	-1	0%	-1%	0%[46.1 µM]	0%	-2%	7%	-6	-82*
COc1ccc(CNC(=O)C2CCN(C(=O)[C@@H](CC(C)C)NC(=O)OC(C)(C)C)CC2)cc1
    .	3	2%	2%	.	17%	-16%	2%	-8	.
CCN(c1cccc(C)c1)c1nc2ccsc2c(=O)s1
    -12	4	0%	2%	5%	19%	6%	8%	-9	-5
C/C(=C(\C#N)C(=O)NC1CCCCC1)N(C)C
    0	-3	2%	-2%	4%	3%	-3%	2%	6	0
O=C(CNC(=O)c1ccccc1)N=Nc1c(O)[nH]c2ccc(Br)cc12
    3	0	-6%	0%	5%	6%	-4%	8%	-5	17
COc1cccc(/C=C/C(=O)OCC(=O)NC2CCCCCCC2)c1
    6	.	31%	-5%	2%[46.1 µM]	.	7%	-28%	-37	-8
O=C(OCn1nnc2ccccc2c1=O)c1ccc(N2CCOCC2)c([N+](=O)[O-])c1
    -6	-4	-5%	-5%	1%[46.1 µM]	?	0%	-1%	30	-14
CCCCc1c(O)nc2sccn2c1=O
    1	-1	6%	4%	1%[46.1 µM]	6%	-7%	10%	16	13
O=C(CSc1ncccn1)NC(=O)Cc1ccccc1
    -2	0	-18%	0%	8%	-10%	24%	-16%	-2	3
C=CCNC(=S)Nc1ccc2nsnc2c1
    -4	3	-3%	4%	?	-6%	?	0%	2	9
CCCCC(CC(O)COCC(C)C)C(=O)NNC(=S)Nc1ccccc1 (configuration not stated)
    12	5	-3%	0%	-2%[46.1 µM]	-3%	?	-3%	-7	-6
CCOC(=O)c1c(NC(=O)CC)sc(C(C)=O)c1C
    3	6	-10%	2%	2%	8%	-8%	-6%	3	?
CC(=O)Nc1ccc(N2N=C(C)C(N=Nc3ccccc3)C2=O)cc1 (configuration not stated)
    -12	-3	-10%	3%	4%[46.1 µM]	22%	?	9%	-14	8
CCCCOC(=O)c1ccc(NC(=O)COC(=O)CSc2nc(C)cc(C)n2)cc1
    -9	25	1%	-6%	6%[46.1 µM]	8%	?	-5%	6	-5
Cc1ccc(Nc2nc3nonc3[nH]c2=O)cc1
    5	-1	3%	-2%	-5%	11%	?	-1%	-17	-7
O=C(Nc1ccc(NC(=O)c2ccc(Cl)c(S(=O)(=O)N3CCOCC3)c2)cc1)c1ccccc1
    -7	-1	4%	0%	-2%	1%	?	7%	-2	-1
CC(OC(=O)Cn1cnc2c1c(=O)n(C)c(=O)n2C)C(=O)NC1CCCCC1C (configuration not stated)
    -7	1	12%	0%	-1%	1%	-1%	3%	2	-19
COc1cc(-c2nn3c(-c4cccc(C)c4)nnc3s2)cc(OC)c1OC
    -13	-4	10%	1%	.	5%	?	11%	-11	3
CCOC(=O)c1sc(NC(=O)CSc2nc(C)cc(C(F)(F)F)n2)c(C#N)c1C
    9	-15	.	11%	.	1%	19%	-9%	22	-2
Cc1ccc(-c2nnc(Nc3ccc(O)cc3)c3ccccc23)cc1S(=O)(=O)NCCO
    -23	-11	13%	-3%	3%	-3%	?	-5%	2	12
O=C(c1ccc(COc2ccccc2Br)cc1)N1CCCCCC1
    -8	?	?	-14%	6%	2%	-28%	-11%	-37	0
O=C(O)c1c[nH]ccc1=O
    -10	-2	7%	1%	-5%	2%	-1%	13%	-3	-2
O=C(CNC(=O)c1ccccc1F)NCCCN1CCCC1=O
    3	6	0%	-9%	0%	-1%	19%	-6%	0	-5
CC(=O)N1CCc2cc(C(=O)CN3CCN(c4ccccc4F)CC3)ccc21
    6	-1	12%	2%	2%	3%	17%	17%	11	-10
COc1cc2c(cc1OC)C(COc1ccc(F)cc1)N(C(=O)c1ccco1)CC2 (configuration not stated)
    -6	19	-12%	1%	0%	5%	?	-21%	-1	-11
CCOc1ccccc1OCCC(=O)OCC(=O)c1ccc[nH]1
    -25	-1	5%	-2%	5%	-1%	-7%	-8%	-11	9
CC(C)CC1c2[nH]c3ccccc3c2CCN1C(=O)C1CCOCC1 (configuration not stated)
    -3	3	5%	0%	-7%	1%	-7%	-18%	-8	-2
CC(=O)Oc1ccc2nc(-c3ccc(Br)o3)oc(=O)c2c1
    11	0	-8%	-5%	-14%	1%	6%	3%	-17	-5
COc1cccc(CN(CC(=O)NC2CCCC2)C(=O)c2csnn2)c1
    -9	2	.	0%	-3%	-1%	.	-8%	3	-1
Cc1ccc(N=Cc2ccc[nH]2)c(O)c1
    25	16	2%	4%	-46%	-1%	?	-14%	-5	-11
CCN(C(=O)CSc1nnc(C)n1-c1ccccc1)C1CCS(=O)(=O)C1 (configuration not stated)
    1	0	0%	1%	-2%	12%	8%	5%	1	36
CCOCCCN(C(=O)c1snc(C(N)=O)c1N)C(C(=O)NC1CCCC1)c1ccc(O)c(OC)c1 (configuration not stated)
    -14	-1	-9%	-1%	-3%	4%	14%	0%	-21	8
CCOC(=O)c1sc2cc([N+](=O)[O-])cc(SCC(=O)OC)c2c1N
    -7	4	-1%	3%	0%	5%	-17%	14%	7	10
Cc1cc(N2C(=O)c3ccc(C(=O)Nc4ccc(O)cc4C(=O)O)cc3C2=O)no1
    4	-4	-1%	2%	-3%	3%	3%	4%	18	15
CCSc1nnc(NC(=O)c2nn(C(C)C)c(=O)c3ccccc23)s1
    -1	-1	-4%	0%	3%	18%	10%	-13%	-10	-3
Cc1ccc(S(=O)(=O)NN2C(=O)c3ccccc3NC2c2ccccc2O)cc1 (configuration not stated)
    -1	8	9%	7%	2%	8%	-7%	6%	14	1
NNc1ncnc2c1cnn2-c1ccccc1
    -11	1	-6%	-3%	-3%	9%	-23%	-35%	8	0
CCOc1ccc(/C=C/C2=Cc3c(sc(NC(=O)CSc4n[nH]c(N)n4)c3C#N)C(C)(C)C2)cc1
    -26	0	1%	-1%	1%	-5%	?	2%	-25	-7
CCOc1ccc2nc(N(CCN(CC)CC)C(=O)c3cccc([N+](=O)[O-])c3)sc2c1
    32	3	-1%	5%	0%	-3%	24%	4%	4	-43
COc1ccc2c(c1)c(C(=O)CN1CCC3(CC1)OCCO3)c(C)n2C
    6	-1	4%	-1%	-6%	1%	-5%	10%	-4	-8
CC(C)=CCCC1(C)C=Cc2c(ccc3c2[nH]c2cc(O)c(C)cc23)O1 (configuration not stated)
    0	3	?	-9%	-8%	-13%	?	-19%	-4	-2
CCOc1ccc(N/C(C)=C\C(=O)c2ccc3c(c2)OCCO3)cc1
    -14	-4	0%	-4%	4%	0%	?	-11%	21	-4
CC1CCCN(C(=O)C2CCN(S(=O)(=O)c3cccc4cccnc34)CC2)C1 (configuration not stated)
    -1	.	6%	1%	-9%	1%	-8%	14%	-8	1
O=C(Nc1ccccc1[N+](=O)[O-])c1nc[nH]c1C(=O)NCCO
    -4	-4	0%	2%	2%	-1%	-16%	-13%	1	4
Nc1ccc(-n2cc(-c3ccccc3)[nH]c2=S)cc1
    5	0	.	0%	-1%	.	?	-13%	2	-1
COC(=O)c1ccccc1NC(=S)N1CCOCC1
    1	-1	-1%	1%	.	-1%	1%	-3%	-1	-13
O=S(=O)(c1cccs1)N1CN(Cc2cccs2)c2nc3ccccc3nc21
    -8	1	-9%	-2%	1%	28%	1%	-1%	10	-25
